Screening data (PubChem)
TbPYK inhibitor: inhibitors of Trypanosoma brucei pyruvate kinase; TbPYK enzyme, Kinase-Glo Plus ATP luminescence, 45 min; Potency, µM (top dose mostly 76.8 µM), inactives show top-dose activity, negative = inhibition, usual class: inhibitors; actives 0.12% (n = 410,000); AID 624173; active = well fitted inhibition curve with a large enough effect; inconclusive = small, poorly fitted or top-dose-only effect; also: nearly all actives have a fitted effect of over 50% in size
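Screened from lowest to highest concentration, compounds were pinned into TbPYK/substrate mixtures, and ADP (130 uM final) was added. Plates sat at room temperature for 45 min prior to Kinase-Glo Plus detection by luminescence.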
* marks the source's active call; other numbers are inactive results; ? = inconclusive; [ ] = remark or other dose. % is scaled to controls: 0 for no effect and ±100 for the full control effect; potency is read from the fitted curve at half-maximal effect. The list is partial; rates above refer to the full screens.

The first 6 compounds (preview)
molecule	TbPYK inhibitor
O=C(Nc1nnc(-c2cc(Cl)ccc2Cl)o1)c1ccc2c(c1)OCCO2	7%
C=C(C)Cn1c2ccc(NC(=O)CCc3cccnc3)cc2c(=O)n1C	6%
O=C(Nc1ccc(O)c(-c2nc3ccccc3o2)c1)c1ccco1	1%
O=C(Cn1c(=O)oc2cc(S(=O)(=O)N3CCCCCC3)ccc21)Nc1cccc(C(F)(F)F)c1	5%[15.4 µM]
CCCN(CCC)CCCNC(=O)Cn1ncn2c(cc3sc(CC)cc32)c1=O	0%
COc1cc(NC(=O)c2c3c(nc4ccccc24)C(=O)N(C2CCCCC2)C3)cc(OC)c1	4%

The whole of this part, from the first entry:
molecule	TbPYK inhibitor
O=C(Nc1nnc(-c2cc(Cl)ccc2Cl)o1)c1ccc2c(c1)OCCO2	7%
C=C(C)Cn1c2ccc(NC(=O)CCc3cccnc3)cc2c(=O)n1C	6%
O=C(Nc1ccc(O)c(-c2nc3ccccc3o2)c1)c1ccco1	1%
O=C(Cn1c(=O)oc2cc(S(=O)(=O)N3CCCCCC3)ccc21)Nc1cccc(C(F)(F)F)c1	5%[15.4 µM]
CCCN(CCC)CCCNC(=O)Cn1ncn2c(cc3sc(CC)cc32)c1=O	0%
COc1cc(NC(=O)c2c3c(nc4ccccc24)C(=O)N(C2CCCCC2)C3)cc(OC)c1	4%
Cc1cc(Nc2sc(C(=O)c3ccc(F)cc3)c(N)c2C(=O)Nc2ccc(F)cc2)ccc1Cl	0%
O=C(CN1C(=O)COc2ccc(Cl)cc21)Nc1cccc(F)c1	2%
Cc1ccc(CNC(=O)CC2Oc3ccc(Cl)cc3NC2=O)cc1 (stereo unspecified)	2%
Cc1ccccc1C(=O)N1CCC(c2nc3ccccc3s2)CC1	-6%
COc1ccc(NC(=O)CN2C(=O)C(C)N=C(c3ccccc3F)c3cc(Cl)ccc32)c(OC)c1 (stereo unspecified)	-9%
Cc1ccc(CSCCNC(=O)C2CCN(S(=O)(=O)Cc3ccccc3)CC2)cc1	2%
COc1ccc(C2=C(C)C(=O)N(Cc3ccc(C(=O)Nc4cccc(F)c4)cc3)S2(=O)=O)cc1	0%
CCCCNC(=O)c1cc2nc(-c3ccc(OC)cc3)cc(C(F)(F)F)n2n1	0%
COc1ccc(OC)c(NC(=O)c2cnc(N3CCCCC3)c3ccccc23)c1	1%
Cn1cc(S(=O)(=O)N2CCCCCC2)cc1C(=O)N1CCN(c2ccc(F)cc2)CC1	4%
COc1cccc(C(=O)Nc2ccccc2C(=O)OCc2cc(=O)n3nc(C)sc3n2)c1	-2%
CC(C)NC(=O)c1cc(C2CCCCN2S(=O)(=O)c2ccc(F)cc2F)on1 (stereo unspecified)	-2%
Cc1ccc2c(NCc3ccco3)nc(NC(C)C)nc2c1	0%
CCOC(=O)c1c(NC(=O)COc2cccc(C(F)(F)F)c2)sc2c1CCC(C)C2 (stereo unspecified)	1%
COc1ccccc1C(NC(=O)C1CCN(CCOc2ccccc2)CC1)c1ccccn1 (stereo unspecified)	3%
Cn1cccc1-c1cc2n(n1)CCC(=O)N2CCCC(=O)NCc1cccc(Cl)c1	0%
Cc1ccc(CN2CCNC(=O)C2CC(=O)NCCCn2nnc3ccccc32)cc1 (stereo unspecified)	-9%
COc1ccc(Oc2ncc3ncc(=O)n(CCC#N)c3n2)cc1	2%
Cc1ccc2nc(COc3ccccc3NC(=O)c3ccc(F)cc3)cc(=O)n2c1	2%
CCCCOc1ccc(C(=O)N2CCC(c3nc4ccccc4o3)CC2)cc1	0%
COC(=O)c1ccc(NC(=O)CSc2nccn2Cc2ccc(Cl)cc2)cc1	-4%
COc1ccc(NC(=O)C2CCN(C3=NS(=O)(=O)C(c4ccc(C)c(C)c4)=C3C)CC2)cc1OC	0%
CCc1cccc(C)c1NC(=O)CCCn1c(C)c2cnn(-c3ccccc3)c(=O)c2c1C	3%
O=C(Cn1c(=O)n(-c2cccc(Cl)c2)c(=O)c2sc3ccccc3c21)NC1CCCCC1	-4%
Cc1ccc(NC(=O)c2sc3ccccc3c2Cl)cc1	4%
Nc1c(C(=O)Nc2ccc(Cl)cc2F)sc2nc(-c3cccs3)ccc12	-1%
O=C(c1cnn(-c2ccc(F)cc2)c1-n1cccc1)N1CCN(c2ccccc2)CC1	0%
Cc1ccc2oc(-c3cccc(NC(=O)c4sc5c([N+](=O)[O-])cccc5c4Cl)c3)nc2c1	-4%
COCCNc1ncnc2c1ncn2[C@H]1CN(Cc2cc(OC)c(OC)c(OC)c2)C[C@@H](CO)O1	2%
CC(=O)c1cccc(-c2ccnc3c2CC(C(=O)NCC2CCOCC2)O3)c1 (stereo unspecified)	-1%
Cc1ccc(-c2nnc(Nc3ccccc3)c3ccccc23)cc1S(=O)(=O)NCc1nc2ccccc2[nH]1	6%
CC(=O)Nc1ccc(CN2C(=O)C(C)ON=C2c2ccccc2-c2ccco2)cc1 (stereo unspecified)	2%
CC(C)(C)OC(=O)N1CCC(c2c(C(=O)NCCN3CCc4ccccc4C3)cnn2-c2ccc(F)cc2F)CC1	-1%[15.4 µM]
CN(Cc1cnn(-c2ccc(F)cc2)c1)C(=O)[C@H]1O[C@@H](n2ccc(N)nc2=O)[C@H](O)[C@@H]1O	1%
COc1cccc(CNC(=O)c2ccc(NC(=O)N3CCCCc4ccccc43)cc2)c1OC	1%
C[C@H]1CN([C@@H](C)CO)S(=O)(=O)c2ccc(C3=CCCC3)cc2O[C@@H]1CN(C)C(=O)C1CCCCC1	0%
Cc1cccc(NC(=O)CSc2nc3ccc(NC(=O)COc4ccc(Cl)cc4)cc3s2)c1	-5%
Cc1ccc(CNC(=O)Cn2ccn(-c3cc(C)cc(C)c3)c(=O)c2=O)cc1	-1%
CC(C)c1ccc(S(=O)(=O)Nc2cc3c(cc2NCc2ccccc2)n(C)c(=O)n3C)cc1	-7%
CCc1ccc(NC(=O)Cn2cnc3sc(C)c(S(=O)(=O)N4CCC(C)CC4)c3c2=O)cc1	1%
CCCCN1C(=O)C(CC(=O)NCc2cccs2)CC(C(=O)N(CC)CC)=C1C (stereo unspecified)	7%
Cc1cc(Nc2ccc(Br)c(C)c2)n2nc(-c3ccco3)nc2n1	-7%
Cc1cccc(C2=Nc3ccccc3N=C(c3cc(Cl)ccc3O)C2)c1	-1%
COc1ccccc1C1C(C(=O)N2CCCCC2)=C(C)Nc2nc3ccccc3n21 (stereo unspecified)	6%
COC(=O)[C@]1(Sc2ccccc2)CC(=O)N[C@@H]1c1ccccc1	2%
O=C1OC(c2cccs2)Sc2ccccc21 (stereo unspecified)	6%
COc1cccc(-n2ccnc2SCC(=O)Nc2c(C)cc(C)cc2C)c1	0%
Cc1ccc(-c2ccc(CN3C(C)C(=O)N(Cc4cn(Cc5ccco5)nn4)CCS3(=O)=O)cc2)c(C)c1 (stereo unspecified)	-7%
Cc1cc(Br)ccc1NC(=O)c1coc(=O)c2ccccc12	3%
CCN1C(=O)[C@H]2[C@@H](c3ccc(C)cc3)N[C@]3(CCCN(CCC(C)C)C3=O)[C@H]2C1=O	7%
Cc1cc(C)n2c(NC3CCCCC3)c(CC(C)C)nc2n1	-3%
CCOc1ccc(-c2n[nH]c3c2C(c2cccs2)N(c2ccc(Br)cc2)C3=O)cc1 (stereo unspecified)	1%
CCOC1=C2[C@@H](CN(S(=O)(=O)c3ccc(C)cc3)[C@H]2c2ccccc2Cl)[C@H]2C(=O)N(C)C(=O)[C@H]2C1	1%
COc1ccc(CCNC(=O)c2cc(-c3ccc(C)c(C)c3)nc3ccccc23)cc1OC	-9%

Another view of some results above.
Nc1c(C(=O)Nc2ccc(Cl)cc2F)sc2nc(-c3cccs3)ccc12
  TbPYK inhibitor = -1%
COC(=O)[C@]1(Sc2ccccc2)CC(=O)N[C@@H]1c1ccccc1
  TbPYK inhibitor = 2%

Following part:
molecule	TbPYK inhibitor
NS(=O)(=O)c1ccc(N2N=C(c3ccccc3)CC2c2ccc(Br)cc2)cc1 (stereo unspecified)	1%
O=C(c1cccs1)N1C[C@H](O)[C@@H](n2cc(C3CC3)nn2)C[C@@H]1c1ccccc1	0%
Cc1cccc(NC(c2ccccc2C)c2ccc3ccc(C)nc3c2O)n1 (stereo unspecified)	-10%
Clc1cccc(CSc2nncn3c2cc2sccc23)c1	-5%
Clc1cccc(Cc2c(C3CCCCC3)nc3c4ccccc4ccn23)c1	-3%
Cc1ccc(-n2ncc(C(=O)NCc3ccco3)c2C2CCN(C(=O)OC(C)(C)C)CC2)cc1C	-2%[15.4 µM]
Cc1ccccc1NC(=O)Cn1c(=O)n(Cc2ccccc2)c(=O)c2sc3ccccc3c21	-8%
CCOC(=O)c1cc(NC(=O)c2ccc(Cl)cc2)c(=O)n2c1oc1ccccc12	2%
CCOC(=O)c1cc(S(=O)(=O)NCc2cccc(Cl)c2)[nH]n1	-4%
O=C(c1ccccc1Cl)N1CCCCC1CCN1CCCCC1 (stereo unspecified)	2%
Cc1ccc(C)c(NC(=O)Cn2c(=O)nc(-c3ccccc3)c3ccccc32)c1	-4%
CC(C)C[C@@H]1CN(CCCC[C@H]2CNC(=O)C(=O)N2CCC2CCCCC2)C(=O)C(=O)N1CC1CCCCC1	5%
COCc1cccc(-c2csc(C(C)(NC(C)=O)c3ccc(OC)cc3)n2)c1 (stereo unspecified)	5%
Cc1ccc(C(=O)O)cc1-n1c(C)ccc1-c1ccccc1	-1%
COc1cc(-c2nnc(SCCOc3ccc(Cl)cc3)o2)cc(OC)c1OC	0%
c1ccc(Cn2nnc3c(NCC4CC4)ncnc32)cc1	-10%
Cc1cccc(-n2cnc3cc(C(=O)NCCN4CCOCC4)ccc32)c1	5%
CCc1ccccc1NS(=O)(=O)c1ccc2oc(=O)c3ncn(C)c3c2c1	1%
Cc1cccc(NC(=O)CSc2nc(=O)n(Cc3ccncc3)c3c2CCC3)c1C	-6%
CCC(C)n1c(=O)c2sccc2n2c(CCCC(=O)NCc3ccccc3Cl)nnc12 (stereo unspecified)	-2%
Cc1ccc(S(=O)(=O)c2nc(-c3ccccc3)oc2N2CCCCCC2)cc1	2%
O=C(Nc1cccc(F)c1)N1CC[C@@]2(CCCN(C(=O)c3csnn3)C2)C1	0%
COc1cc(Cl)c(C)cc1NC(=O)CN1CCN(C(=O)c2cccs2)CC1	6%
CCOC(=O)c1scc(-c2ccccc2)c1S(=O)(=O)N1CCN(c2ccccc2OC)CC1	?
CCCCNc1nccnc1-c1cccc(C=O)c1	-1%
O=c1c2ccccc2n2c(-c3ccc(F)c(F)c3)nnc2n1CCc1ccccc1	-5%
O=C(Cn1c(=O)oc2ccccc21)NCc1ccccc1Cl	-4%
COc1ccc2c(CN3CCN(c4ccccc4OC)CC3)cc(=O)oc2c1	1%
COc1cccc(NC(=O)c2ccc3c(=O)n4nc(Nc5ccccc5OC)sc4nc3c2)c1	1%
Cc1ccc(-c2noc(-c3nnn(CC(=O)Nc4ccc(C)cc4Cl)c3N)n2)cc1	-3%
Cc1ccc(C(O)c2ncc(-c3ccc(Cl)cc3)[nH]2)cc1F (stereo unspecified)	0%
CCn1c(=O)cc(OCC(=O)N2CCN(c3ccc(OC)cc3)CC2)c2ccccc21	-1%
O=[N+]([O-])c1cccnc1Oc1cc(Cl)c(Cl)cc1Cl	2%
CC(C)(C)c1ccc(OCC(=O)Nc2c(C(=O)c3ccc(F)cc3)oc3ccccc23)cc1	-1%
O=C(NCCS(=O)(=O)N1CCN(c2ccc(F)cc2)CC1)c1cc(=O)c2ccccc2o1	-5%
CCOC(=O)c1ccc(NC(=O)Cn2nc(C)c3nn(-c4ccc(Cl)cc4)c(C)c3c2=O)cc1	7%
O=C(CC1N=C2c3ccccc3N=C(SCc3cccc(F)c3)N2C1=O)NCc1cccs1 (stereo unspecified)	2%
CCCn1c(=N)c(C(=O)NCc2ccco2)cc2c(=O)n3cc(C)ccc3nc21	0%
C[C@H]1CN([C@@H](C)CO)S(=O)(=O)c2ccc(C#Cc3cccnc3)cc2O[C@@H]1CN(C)C(=O)Nc1ccc2c(c1)OCO2	-10%
O=C1O[C@@H](c2ccccc2)C[C@@H](O)[C@H](O)CCCCc2ccccc21	1%
Cc1ccc2c(Cl)c(C(=O)NCCCN3CCOCC3)sc2c1	-13%
COc1ccccc1-c1ccnc2[nH]n(-c3ccccc3)c(=O)c12	-8%
C=CCNc1nc2cc(-c3ccccc3OC)sc2c(=O)n1C	1%
CCc1nnc(NC(=O)CSc2nccn2Cc2ccccc2)s1	-6%
CCN(CC)CCNC(=O)c1ccc(NC(=O)c2ccc(-n3cncn3)c([N+](=O)[O-])c2)cc1	-17%
Cc1cc(C)cc(N2CC(c3nnc(NC(=O)c4ccco4)s3)CC2=O)c1 (stereo unspecified)	-1%
Cc1ccc(C(=O)N2CCN(c3ccccc3)CC2)cc1NC(=O)c1nsc2ccccc12	-4%
CC(=O)c1cccc(NC(=O)c2ccc3c(c2)N(Cc2ccc(C)cc2)CCS3)c1	1%
CCc1ccccc1NC(=O)CN1C(=O)CCc2cc(S(=O)(=O)N3CCCCC3)ccc21	-12%
COCCNc1nc(Nc2ccc(C)cc2C)c2sc(-c3ccccc3)cc2n1	2%
